Source: PubChem
TbREL1 primary: TbREL1 inhibition, primary screen; AID 1117264; inhibition, % at 9.66 µM; P86926; TbREL1 RNA ligation, FRET fluorescence; 89,000 compounds, 0.49% hits;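 active means inhibition above the mean inhibition across all screened compounds plus 3 SD, cut at about 11% in these data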;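 further: 0% = plate median of test wells and 100% = NSC42067 control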
Target sequence (P86926 whole entry, looked up): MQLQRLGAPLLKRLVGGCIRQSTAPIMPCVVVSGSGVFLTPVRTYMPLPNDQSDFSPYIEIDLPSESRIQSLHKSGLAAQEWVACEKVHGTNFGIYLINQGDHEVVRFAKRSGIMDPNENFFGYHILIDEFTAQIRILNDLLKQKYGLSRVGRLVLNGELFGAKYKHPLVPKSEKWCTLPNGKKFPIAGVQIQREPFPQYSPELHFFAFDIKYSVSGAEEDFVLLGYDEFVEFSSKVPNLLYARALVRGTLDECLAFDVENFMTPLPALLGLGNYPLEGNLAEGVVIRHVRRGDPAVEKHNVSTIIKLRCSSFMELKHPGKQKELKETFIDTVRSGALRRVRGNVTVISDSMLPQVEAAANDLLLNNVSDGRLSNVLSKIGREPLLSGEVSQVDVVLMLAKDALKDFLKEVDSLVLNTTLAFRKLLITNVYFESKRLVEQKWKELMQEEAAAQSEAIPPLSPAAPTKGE
Starred values were filed as active, the others as inactive. Some of the compounds tested; rates above refer to the full screens.

SMILES	TbREL1 primary
Cc1cc2nc3c(nc2cc1C)C1(C(=O)O)CCC3(C)C1(C)C (stereo not drawn)	-0.2
Cc1cc(S(=O)(=O)N2CCCOC2CNC(=O)C(=O)NCCCN2CCOCC2)ccc1F (stereo not drawn)	-1.6
O=C(CN(C(=O)CCC(=O)Nc1ccccn1)C1CCCC1)NCc1ccc(F)cc1	-0.2
Cc1ccccc1OCC(O)Cn1nnc2ccccc21 (stereo not drawn)	-1.6
CCOC(=O)c1c(NC(=O)CN2C(=O)NC3(CCCCC3C)C2=O)sc(C)c1C (stereo not drawn)	-3.2
O=C(O)c1ccccc1S(=O)(=O)NCC(O)COC1CCCCC1 (stereo not drawn)	4.5
NC(N)=N/N=C/c1cccc(Cl)c1Cl	0.1
COC(=O)N(C)CCCC1(C)C(=O)N(C)c2ccc(O)cc21 (stereo not drawn)	-3.4
CC(=O)N1CCc2cc(S(=O)(=O)NCCC(=O)Nc3cc(C)cc(C)c3)ccc21	-1.6
COc1ccc(C)cc1S(=O)(=O)N(C)CC(=O)NCc1ccncc1	1.5
COc1ccc(-c2c(-c3cc(OC)cc(OC)c3)n(C)c3ccc(Br)cc23)cc1	2.2
Nc1nc2n(n1)C(c1c(F)cccc1Cl)CC(c1ccc(F)cc1)N2 (stereo not drawn)	-0.8
CCCCNc1nc2c(c(=O)[nH]c(=O)n2C)n1CCOc1ccccc1	-2.0
CC1=C(C(=O)N(C(C)C)C(C)C)CC(CC(=O)NC2CCCC2)C(=O)N1Cc1ccc(C(C)(C)C)cc1 (stereo not drawn)	-0.1
Cc1ccc(S(=O)(=O)N2CCN(C(=O)COC(=O)COc3cccc(C(F)(F)F)c3)CC2)c(C)c1	1.5
COc1ccccc1OCC(=O)N(Cc1nnc(-c2ccccc2Cl)o1)C1CC1	-2.7
COc1ccc(-c2csc(C(NC(C)=O)c3ccccc3)n2)cc1 (stereo not drawn)	5.8
COC(=O)[C@@]1(Cc2ccc(F)cc2)[C@H]2c3cc(C(=O)N4CCCC4)n(CCc4c[nH]c5ccccc45)c3C[C@H]2CN1C(=O)c1ccccc1	-7.3
Cc1cccc(NC(=O)CSCC(=O)Nc2cc(S(=O)(=O)N3CCOCC3)ccc2N2CCCC2)c1	-5.4
CC1(C)Oc2ccc(C(=O)NC3CCCCC3)cc2N(CC#N)C1=O	0.8
Cc1cc(C(=O)CSc2nnnn2C)c(C)n1Cc1ccco1	-2.4
Cc1ccc(C(=O)CSc2nnc(CNc3ccc(C)cc3C)o2)cc1	-2.9
COc1ccc(-c2cc(C(F)(F)F)n3nc(C)cc3n2)cc1	2.0
Oc1ccc(C[C@H]2CN([C@@H](Cc3ccc(O)cc3)CN3CCC[C@@H]3CN3C(=S)NC[C@@H]3Cc3ccccc3)C(=S)N2CCc2ccccc2)cc1	-1.2
CC(C)NC(=O)c1onc(CSc2cccc(F)c2)c1C(=O)O	1.0
COC(=O)c1cnn(C(=O)c2ccccc2Br)c1N	-0.5
CCOC(=O)c1c(NC(=O)COc2ncnc3ccccc23)sc(C)c1CC	0.5
CCCC1CCC(C2=N/C(=C\c3ccc(OC)c(OC)c3)C(=O)O2)CC1 (stereo not drawn)	-1.7
Cc1ccc2oc(-c3cccc(NC(=S)NC(=O)/C=C/c4ccco4)c3)nc2c1	-2.8
CCOC(=O)CNS(=O)(=O)c1cc(-c2nn(C)c(=O)c3ccccc23)ccc1C	2.7
O=C(NCCc1cccs1)Nc1ccc2nc([C@@H]3O[C@H](CO)[C@@H](O)[C@H]3O)[nH]c2c1	-3.0
O=C(O)CCCCCNc1ccc2nsnc2c1[N+](=O)[O-]	1.9
O=c1c2c(nc3cc(-c4cccc(F)c4)[nH]n13)CCC2	3.7
COc1ccc(-c2coc3cc(O[C@@H]4O[C@H](CO)[C@@H](O)[C@H](O)[C@H]4O)c(OC)cc3c2=O)cc1	-2.4
Cc1cccc(NC(=O)C2CCN(S(=O)(=O)c3cccc4cccnc34)CC2)n1	-1.2
COC(=O)c1sccc1NC(=O)CSCC(=O)O	-1.9

Part of the list above in order of SMILES length, high to low:
SMILES	TbREL1 primary
COc1ccc(-c2coc3cc(O[C@@H]4O[C@H](CO)[C@@H](O)[C@H](O)[C@H]4O)c(OC)cc3c2=O)cc1	-2.4
O=C(NCCc1cccs1)Nc1ccc2nc([C@@H]3O[C@H](CO)[C@@H](O)[C@H]3O)[nH]c2c1	-3.0
Cc1ccc2oc(-c3cccc(NC(=S)NC(=O)/C=C/c4ccco4)c3)nc2c1	-2.8
Cc1cccc(NC(=O)C2CCN(S(=O)(=O)c3cccc4cccnc34)CC2)n1	-1.2
CCCC1CCC(C2=N/C(=C\c3ccc(OC)c(OC)c3)C(=O)O2)CC1 (stereo not drawn)	-1.7
CCOC(=O)c1c(NC(=O)COc2ncnc3ccccc23)sc(C)c1CC	0.5
O=C(O)CCCCCNc1ccc2nsnc2c1[N+](=O)[O-]	1.9

Next compounds follow:
SMILES	TbREL1 primary
O=C(Nc1ccc(N2CCCCC2)cc1)c1cccnc1Cl	-2.9
CN(Cc1ccco1)c1ncnc2ccc(-c3ccoc3)cc12	5.8
CCCCn1c(SCC(=O)N2CCCCC2C)nc2cc(S(N)(=O)=O)ccc21 (stereo not drawn)	-2.4
CCCCOc1ccc(/C=N/NC(=O)C2CCCNC2=O)cc1 (stereo not drawn)	-0.8
O=C1CN(S(=O)(=O)c2ccccc2)CC(=O)N1CCc1ccccc1	-1.6
COc1ccc([C@H]2CC(=O)C=C(c3ccc(Cl)c(C(F)(F)F)c3)C2)cc1OC	1.3
O=C(OCC(=O)N1CCN(c2ccccc2)CC1)c1ccccc1OC(F)F	-2.1
O=C1CCc2cc(S(=O)(=O)Nc3ccc(F)cc3)ccc2N1	-2.4
CCN(CC)S(=O)(=O)c1ccc(/C=C/C(=O)Nc2ccc(Br)cc2F)cc1	-1.6
CS(=O)(=O)c1ccc(-c2nn[nH]n2)cc1	3.6
COc1ccc(NC(=O)NC2(C(=O)N3CCOCC3)CCCCC2)cc1	-0.3
CCCCCn1nnnc1C1(C)CCCCC(=O)N1Cc1ccco1 (stereo not drawn)	-1.8
O=C(NC1(O)C(=O)c2ccccc2C1=O)c1ccccc1	22.4*
Cc1ccc(Nc2nc(N)nc(CSc3nc4ccccc4s3)n2)cc1	-1.2
COc1ccccc1S(=O)(=O)N1CCN(S(=O)(=O)c2cccs2)CC1	1.3
Cc1cc(C(=O)CSc2nnc(-c3cccs3)n2Cc2ccccc2)c(C)n1C	-0.4
Cc1ccc(Sc2ncccc2C(N)=O)cc1	-0.1
CCCCc1ccc(/C(C)=N/NC(=O)C2CCCC2)cc1	6.4
NS(=O)(=O)c1ccc(NC(=O)CSc2nnc(NC3CC3)s2)cc1	0.0
C=CCNC(=O)CSc1nc2c(c(=O)[nH]1)CCCC2	4.2
CCOc1ccc(-c2nnc(N(CC)C(=O)C3CCC3)s2)cc1	-1.9
Cc1cc(C(=O)NC2CCCc3c2cnn3-c2ccc(C)c(C)c2)n(C)n1 (stereo not drawn)	-4.0
N#C/C(=C\c1cccnc1)C(=O)Nc1ccccc1	-4.0
O=C(OCc1cc(-c2ccccc2)no1)c1ccc2ccccc2n1	0.6
O=C(OCc1cn(Cc2ccccc2C(F)(F)F)nn1)N1CCOCC1	4.8
O=C(NCc1cccs1)C1CCCN(S(=O)(=O)c2ccc3c(c2)OCO3)C1 (stereo not drawn)	0.6
COc1cc(/C(C)=N/N2CCOCC2)cc(OC)c1OC	1.7
COc1ccc(N2CCN(Cc3nc4ccsc4c(=O)[nH]3)CC2)cc1	-2.6
CC(C)(CNC(=O)c1cccc(S(=O)(=O)Nc2ccc(SC(F)F)cc2)c1)N1CCOCC1	2.2
COc1ccc(-n2c(SCc3nnc(-c4ccccc4)o3)nnc2-c2ccccc2)cc1	-3.7
CCc1cc2c(=O)n(-c3ccccc3)c(=S)[nH]c2s1	-0.6
CC(C)C[C@H]1CNC(=O)C(=O)N1C[C@@H]1CCCN1C[C@H](Cc1ccccc1)N1C[C@H](Cc2ccccc2)N(CC2CCCCC2)C(=O)C1=O	-2.4
Cn1cnnc1SCC(=O)Nc1ccccc1	5.1
COc1cccc(NC(=O)c2c(F)cccc2F)c1	0.6
O=C(COC(=O)c1cc(S(=O)(=O)N2CCOCC2)ccc1Cl)NCc1ccc2c(c1)OCO2	0.8
COc1cc(/C=C/C(=O)NCc2nc3ccccc3[nH]2)cc(OC)c1OC	-2.6

Records listed so far printed as active in TbREL1 primary:
SMILES	TbREL1 primary
O=C(NC1(O)C(=O)c2ccccc2C1=O)c1ccccc1	22.4*

(further entries)
SMILES	TbREL1 primary
CC(C)(C)Nc1nc(Cl)nc(NC2CCCCC2)n1	1.4
CC1CCN(S(=O)(=O)c2ccc(S(=O)(=O)N3CCC4(CC3)OCCO4)cc2)CC1	6.1
Cc1ccc(CNC(=O)CCNC(=O)Cn2ccc3ccccc3c2=O)o1	-1.5
O=C(Cn1nc(-c2ccccc2)c2ccccc2c1=O)NN1CCOCC1	1.6
CC(Cl)C(=O)N1CCC(C(=O)NCC2COc3ccccc3O2)CC1 (stereo not drawn)	3.1
COc1ccc(C(=O)Nc2ccc(Cl)cc2F)cc1S(=O)(=O)N1CCCC1	1.7
O=C1NC(=Nc2cccnc2)S/C1=C/c1ccc(F)cc1	3.4
CCc1ccc(NC(=O)CCCOc2cc(=O)n(C)c3ccccc23)cc1	2.3
Cn1c(SCc2ccccc2)nnc1-c1ccco1	0.1
Cc1cc(C)cc(N(CC(=O)Nc2ccccc2-c2ccccc2)S(=O)(=O)c2ccccc2)c1	4.8
COc1ccc(NC(=O)C(c2ccc(C)cc2)N(C)C(=O)CC2NC(=O)NC2=O)cc1 (stereo not drawn)	-0.3
O=C(Nc1cccc(Cl)c1Cl)c1snnc1-c1ccccc1	2.4
O=C(NN1CCOCC1)c1cc(-c2ccc(Cl)c(Cl)c2)nc2ccccc12	-0.5
Cc1cc(C)cc(C(=O)NCC(=O)N2CCC(C(N)=O)CC2)c1	-0.4
O=C(Nc1cccc(O)c1)c1ccc(NC(=O)C2CCCO2)cc1 (stereo not drawn)	-3.8
CCOC(=O)c1c(CSc2ccsc2)n(C)c2cc(Br)c(O)c(CN(C)C)c12	0.1
CC(C)CCOP(=O)(c1ccc(N(C)C)cc1)C(O)c1ccc(N(C)C)cc1 (stereo not drawn)	-8.7
CC(C)NS(=O)(=O)c1ccc(CCC(=O)NCc2ccccn2)cc1	1.5
Cc1cc(/C=C2\NC(=O)N(Cc3ccc(Cl)cc3)C2=O)c(C)n1C	-3.1
COc1ccc(CNC(=O)C[C@@H]2C[C@H]3c4cc(NC(=O)C5CCC5)ccc4O[C@H]3[C@@H](CO)O2)cc1	0.9
COc1ccccc1NC(=S)NC(=O)CC(C)C	1.9
COc1ccccc1/C=C1/SC(=O)N(CCC(=O)Nc2ccc(S(=O)(=O)Nc3nccs3)cc2)C1=O	-1.0
NNC(=O)c1cc2cc(Oc3ccccc3)ccc2[nH]1	7.1
CC(C)(C)OC(=O)C[C@H]1C/C=C\C[C@@H](CC(=O)N[C@@H](CO)Cc2ccccc2)C(=O)N2CCC[C@H]2COC1=O	-2.0
CN(C)c1nc(Cl)nc(N(C#N)CCOc2ccccc2)n1	2.4
CCNC(=O)CC1C(=O)N(c2ccc(F)cc2)C(=O)N1Cc1ccccn1 (stereo not drawn)	0.1
CC(=O)c1sc(NC(=O)c2c(F)cccc2F)nc1C	-3.4
CC(=O)CSc1nc2cc3c(cc2cc1C#N)OCCO3	2.5
COC(=O)c1cc(S(=O)(=O)N2CCN(C(=O)C3CCCO3)CC2)cn1C (stereo not drawn)	0.9
O=C(NCCS(=O)(=O)NCc1cccnc1)c1ccccc1	0.3
COc1ccc2c3c(n(C(=O)OC(C)(C)C)c2c1)C1CC=C(COC(C)=O)CN1CC3 (stereo not drawn)	0.9
CC(C)(C)NC(=O)COc1ccc(-c2ccccc2)cc1	0.4
O=C(NCCN1CCN(C(=O)Nc2ccccc2)CC1)Nc1ccccc1	-1.6
Cc1ccc(S(=O)(=O)N2[C@@H](c3cccc(Cl)c3)C(C(=O)O)=CC[C@H]2c2cccs2)cc1	-2.0
N#CCc1c(C#N)c(N)nc(Nc2ccccc2)c1C#N	1.1
COn1c(SCc2cccc(Cl)c2)nc2ccccc2c1=O	-0.8
COC(=O)C(Cc1ccc(OC(=O)c2ccccc2Cl)cc1)N1Cc2ccccc2C1=O (stereo not drawn)	-1.2
CCN(CC)S(=O)(=O)c1cccc(C(=O)NCC(c2ccccc2)N(C)C)c1 (stereo not drawn)	1.4
COc1ccc(OC)c(S(=O)(=O)N2CCNCC2)c1	-1.5
COc1ccc(C(=O)N2CCOCC2)cc1S(=O)(=O)N1CCCc2ccccc21	-2.4
O=C(NCc1cccs1)C1CCC(CNS(=O)(=O)c2cccc3cccnc23)CC1 (stereo not drawn)	0.4
COC(=O)[C@]12C[C@H](CC(=O)NCCc3ccccc3OC)C(=O)N(Cc3ccc(Cl)cc3Cl)C1=C[C@H](C1CCCC1)O[C@@H]2C	4.5
O=C(C1CCCCN1S(=O)(=O)c1ccccc1)N1CCN(C(c2ccccc2)c2ccccc2)CC1 (stereo not drawn)	-0.5
CN(c1ccccc1)S(=O)(=O)c1cccc(NC(=O)c2nn(C)c(=O)c3ccccc23)c1	-3.1
O=C(O)c1cccc(N=NN2CCCCCC2)c1	0.6
C/C(N)=C(/C#N)C(=O)CSc1ncnc2ccccc12	-2.1
Cc1cccc(-c2noc(CCCC(=O)Nc3cccnc3)n2)c1	0.6
c1ccc(-c2cn(C[C@H]3CC[C@@H]([C@@H]4CC[C@H](Cn5cc(-c6ccccc6)nn5)O4)O3)nn2)cc1	4.4
Cn1c(CCN2CCCCC2)nc2cc(NS(=O)(=O)c3ccccc3)ccc21	0.0
CCOC(=O)c1c(C)[nH]c(C)c1S(=O)(=O)NCc1ccccc1OCC	0.7
Cc1cc(C)c(S(=O)(=O)N(CC(=O)O)CC(=O)O)c(C)c1	3.0
O=C(CS(=O)CC(=O)NC12CC3CC(CC(C3)C1)C2)Nc1ccc(F)cc1 (stereo not drawn)	-2.2
O=C(CSc1nc2nn(-c3ccccc3)c(=O)c-2c2n1CCCCC2)Nc1ccc(F)cc1F	9.2
N#Cc1ccsc1NC(=O)CSc1nncs1	6.2
COc1cccc(NC(=O)C(C)OC(=O)CCCNC(=O)c2ccc(Cl)cc2)c1 (stereo not drawn)	-2.8
